Ecoli viability – reduces bacterial viability in AddAB counter-screen | AID 449728 | inhibition, % at 11.9 µM | E. coli V3065 growth, OD600 absorbance, 18 h | hit rate 0.27% among 330,000;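 active = inhibition above the campaign's mean inhibition across all tested compounds plus 3 SD, cut at about 9.9% in these data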;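 also: uninfected addAB+ strain grown without phage in ampicillin broth; 0% = DMSO wells and 100% = ciprofloxacin 0.95 µg/ml wells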
HTR5A inv ag – counter-screen for OPRM1-OPRD1 inverse agonists: human HTR5A inverse agonism; P47898; HTR5A cell line, luminescence; inhibition, % at 9.3 µM; hit rate 0.083% among 340,000; in the data active = inhibition mostly above about 23%, no sharp cut-off; inactive = mostly below about 18%;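 also: 0% = cells with DMSO and 100% = no-cell wells with DMSO; some compounds called inactive have numbers as strong as hits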
Target sequence (P47898 whole entry, looked up): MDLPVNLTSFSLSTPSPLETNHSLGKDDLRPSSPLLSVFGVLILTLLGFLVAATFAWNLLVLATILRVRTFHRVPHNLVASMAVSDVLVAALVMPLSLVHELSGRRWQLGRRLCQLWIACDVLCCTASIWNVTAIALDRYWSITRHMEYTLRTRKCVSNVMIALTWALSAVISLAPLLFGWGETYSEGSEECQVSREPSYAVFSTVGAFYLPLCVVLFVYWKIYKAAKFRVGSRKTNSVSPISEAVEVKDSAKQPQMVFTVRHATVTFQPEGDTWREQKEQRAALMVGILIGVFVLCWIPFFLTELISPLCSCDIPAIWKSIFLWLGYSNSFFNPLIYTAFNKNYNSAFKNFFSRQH
DSG3 Ab inh – human desmoglein-3 autoantibody binding inhibition. binding (percent of control), % at 10 µM. DSG3-coupled beads, scFv-anti-DSG3-GFP binding, flow cytometry; active compounds read low. P32926. hit rate 0.48% among 310,000;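 active = binding more than 3 SD below its plate's average and above zero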;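 also: hits lower antibody fragment binding to DSG3; some compounds called inactive have numbers as strong as hits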
MOR-DOR inv ag – mu-delta opioid heterodimer inverse agonism. P35372+P41143. cell-based MOR-DOR heterodimer luminescence. inhibition, % at 9.3 µM. hit rate 0.21% among 340,000. AID 504357; in the data active = inhibition above about 22%, passing the limit was not always enough;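 also: 0% = cells with DMSO and 100% = wells without cells with DMSO; values of inactives mirror those of a sister screen read the other way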
Mot1-301 SUMO – SUMOylation pathway inhibition by Mot1-301 growth rescue | S. cerevisiae Mot1-301 growth rescue, ATP luminescence, 38.5C; percent above DMSO median, 100 means doubled | hit rate 1% among 320,000 | growth rescue, % at 18.8 µM | AID 2716;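 active = every valid replicate shows activation above 250% relative to neutral control wells; inactive = the rest, any valid replicate at or below 250%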;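 also: OY570 slx delta 5 strain wells were the positive control but not used for scaling; some compounds called inactive have numbers as strong as hits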
phage Ecoli inh – E. coli growth loss with phage present. AID 651602. hit rate 0.26% among 360,000. growth absorbance. inhibition, % at 11.9 µM; in the data active = inhibition above about 11%
OPRM1-OPRD1 ag – agonists of human mu-delta opioid receptor heterodimerization. P35372+P41143. cells, OPRM1-OPRD1 heterodimerization, luminescence. activation, % at 9.3 µM. hit rate 0.3% among 340,000. AID 504326; in the data active = activation above about 18%;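 also: 0% = vehicle-treated cells and 100% = reference agonist; values of inactives mirror those of a sister screen read the other way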
PfHsp90 set2 – reduces growth (ATP signal) of yeast expressing P. falciparum Hsp90; S. cerevisiae expressing PfHsp90, BacTiter-Glo ATP, 48 h; yeast lacking PDR1 and PDR3 efflux regulators; inhibition, % at 9.4 µM; hit rate 0.32% among 310,000; AID 504621;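 active = every replicate shows inhibition above about 80%, whatever the replicate mean, limit read from the data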;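 also: 0% = DMSO neutral controls and 100% = 20 µM radicicol positive controls; yeast relying on Plasmodium falciparum Hsp90 in place of its own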
AddAB inh – less growth of phage-infected E. coli with AddAB; inhibition, % at 11.9 µM; AID 435030; E. coli expressing H. pylori AddAB, absorbance growth; hit rate 0.29% among 330,000; in the data active = inhibition above about 12%;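 also: 0% = vehicle wells of infected cells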
PKA-R1A activ – activators of PKA-R1A complex. P00514+P68181. activation, % at 11.4 µM. hit rate 0.083% among 340,000. PKA-R1A dissociation, Cy5-IP20 fluorescence polarization; scaled: DMSO 0%, 113 µM cGMP 100%;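 active = percent activation above the mean of all tested compounds plus 3 SD, cut at about 19% in these data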;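 also: higher means more PKAc released from R1A so a rise in polarization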
HTR5A ag – HTR5A agonism, opioid heterodimer counter-screen | P47898 | hit rate 0.61% among 340,000 | activation, % at 9.3 µM | HTR5A agonist assay, luminescence, cell-based; in the data active = activation mostly above about 9.5%, no sharp cut-off; inactive = mostly below about 7.6%;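 also: 0% = cells with vehicle only and 100% = reference agonist; strong numbers were not always called active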
The depositor's hits bear a star; / = no result given; & = joins results of further samples.

smiles,Ecoli viability,HTR5A inv ag,DSG3 Ab inh,MOR-DOR inv ag,Mot1-301 SUMO,phage Ecoli inh,OPRM1-OPRD1 ag,PfHsp90 set2,AddAB inh,PKA-R1A activ,HTR5A ag
OC(CNCCc1ccc(C(F)(F)F)cc1)COc1ccc2ccccc2c1 (stereo not given),2.3,-5,95,-22,34,5.3,4.4,13,1.8,1,2
Cc1cc(C)c2nc(N3C(=O)C(O)=C(C(=O)c4ccco4)C3c3cccc(O)c3)sc2c1 (stereo not given),-0.2,-13,102,10,-8,2.4,-2.4,-3,0.2,-4,5
COc1ccccc1CN1CC(C(=O)NCc2nccn2C)CCC1=O (stereo not given),2.0,-12,88,7,-9,1.5,-1.4,-5,1.8,-2,4
COc1cc(CC(=O)OCC(=O)NC2CC2)cc(OC)c1OC,-0.9,2,102,17,-8,3.0,-3.5,22,2.1,10,-1
Cc1nn2c(C)c(C(=O)Nc3ccccc3)cnc2c1C#N,0.4,-14,101,5,100,1.1,-0.9,-7,3.7,-13,6
O=[N+]([O-])c1ccc(N2CCC(O)CC2)nc1,0.3,1,102,-6,4,3.6,0.8,-6,1.0,-1,1
C=CCn1c(SCC(N)=O)nnc1-c1cnccn1,0.2,-10,109,11,6,2.8,-2.1,-7,1.9,-2,3
COCCOC(=O)c1sc(=S)n(CCOC)c1N,-1.6,-30,/,12,136,3.4,-2.2,-10,1.1,0,0
CCOC(=O)N1CCC(Nc2ncnc3c2cnn3-c2ccc(Cl)cc2)CC1,/,18,97,1,/,0.4,-0.3,-13,/,1,-2
CN(C)S(=O)(=O)c1ccc(NC=C(C#N)C#N)cc1,0.2,-7,98,8,-9,1.9,-1.5,-3,-0.8,1,2
COc1ccccc1C(=O)NC(=O)COC(=O)c1nccnc1N,-5.5,9,91,6,-11,2.1,-1.1,/,-0.8,4,-3
O=C(NCCc1ccccc1)c1nc(CS(=O)(=O)c2ccc(Cl)cc2)no1,0.6,5,/,10,104,1.4,-2.0,23,2.0,2,-1
Cc1cccc(NC(=O)C2CCCN2C(=O)OCC(C)C)c1 (stereo not given),-2.5,4,97,14,-28,0.5,-2.6,/,0.8,-9,-4
COc1cc(/C=C/C(=O)OCC(=O)N(C)CC(=O)Nc2ccc(F)cc2)ccc1OC(F)F,-0.2,-25,94,-4,10,0.6,1.1,6,-0.6,-15,10
CCN(c1ccccc1)S(=O)(=O)c1ccc(C(=O)NCC(=O)Nc2ccc(F)c(F)c2F)cc1,0.7,3,103,-73,507,-0.1,17,/,0.0,-7,-1

smiles,Ecoli viability,HTR5A inv ag,DSG3 Ab inh,MOR-DOR inv ag,Mot1-301 SUMO,phage Ecoli inh,OPRM1-OPRD1 ag,PfHsp90 set2,AddAB inh,PKA-R1A activ,HTR5A ag
Cc1ccc([N+](=O)[O-])cc1NC(=O)CSc1nncc2ccccc12,-3.0,-19,120,9,2,2.5,-1.9,-3,2.9,-7,5
Cc1c(C(=O)N2CCCCCC2)oc2ccccc12,-3.0,10,98,6,-4,3.3,-1.1,7,1.3,0,0
O=C(O)CN(CCc1ccccc1)S(=O)(=O)c1ccccc1,0.3,12,90,11,115,1.4,-1.9,6,-0.2,4,-3
O=C1Cc2cc(NS(=O)(=O)c3ccc(F)cc3)cc3c2N1CCC3,-0.5,1,105,18,-3,2.9,-3.4,/,-1.7,-3,0
Cc1ccccc1-c1nnn(Cc2cccc(S(=O)(=O)N3CCOCC3)c2)n1,-1.2,-10,91,-7,5,0.0,1.6,-8,2.2,-11,4
Cc1c(C(=O)C(=O)N2CCN(C)CC2)c2ccccc2n1C,1.3,5,80,10,47,2.5,-2.1,3,-0.2,3,1
c1ccc2sc(NC3=NCN(CC4CCCO4)CN3)nc2c1 (stereo not given),0.8,13,122,-6,5,3.4,1.1,/,0.6,-9,-1
Cc1ccc(C(=O)CN(CCC(=O)O)S(=O)(=O)c2ccc([N+](=O)[O-])cc2)cc1,-1.2,8,98,-7,-12,2.5,1.3,4,3.1,-1,-3
COc1ccc(S(=O)(=O)NCc2ccccn2)cc1Br,-1.1,4,105,10,90,-0.3,-2.1,-4,0.8,3,-1
CCOC(=O)CNC(=O)CSc1nnc(NC(=O)c2ccc(S(=O)(=O)N3CCOCC3)cc2)s1,1.1,-4,111,0,-9,-0.9,0.0,-21,4.0,6,1
CCc1cccc(C)c1NC(=O)CSc1ncn[nH]1,-1.0,-27,96,14,6,2.1,-2.5,-6,0.1,-7,-1
O=C(Nc1cc2c3c(c1)C1CCCC1CN3CC1CCCC21)c1ccccc1 (stereo not given),-0.6,-37,/,-22,-9,2.6,3.7,-51,-0.1,-5,14
O=C(Nc1ccccc1N1CCCCC1)c1ccc(N2C(=O)c3ccccc3C2=O)cc1,-2.2,-4,101,0,12,1.9,-0.1,1,-1.4,-21,-1
Cc1ccc(C)c(OCCC(=O)NNC(=O)c2ccccc2F)c1,0.6,5,96,1,6,8.0,-0.2,-11,1.6,-8,-2
CC1CCCCN1CCNC(=O)c1cc2c(-c3ccccc3F)nn(C)c2s1 (stereo not given),0.0,-1,104,8,11,2.8,-1.4,-8,1.8,0,0

Individual results from the entries so far:
CC1CCCCN1CCNC(=O)c1cc2c(-c3ccccc3F)nn(C)c2s1 (stereo not given) in MOR-DOR inv ag is entered as 8
CCOC(=O)CNC(=O)CSc1nnc(NC(=O)c2ccc(S(=O)(=O)N3CCOCC3)cc2)s1 in PfHsp90 set2 is entered as -21

Further results follow.
Letters – A = Ecoli viability; B = HTR5A inv ag; C = DSG3 Ab inh; D = MOR-DOR inv ag; E = Mot1-301 SUMO; F = phage Ecoli inh; G = OPRM1-OPRD1 ag; H = PfHsp90 set2; I = AddAB inh; J = PKA-R1A activ; K = HTR5A ag
smiles: CC1CC(C)CN(CCCNS(=O)(=O)c2cc(Br)cc3c2N(C(=O)C2CC2)CC3)C1 (stereo not given)
  A: 1.9; B: -35; C: 105; D: 6; E: -4; F: 1.4; G: -1.2; H: 19; I: 1.9; J: 0; K: 13

smiles: CCC(C)(C(=O)NC1CCCCC1)N(C(=O)C1CCC(=O)N1)c1ccc(C)cc1 (stereo not given)
  A: -0.9; B: 10; C: 99; D: 16; E: -1; F: 0.2; G: -2.8; H: 3; I: 2.7; J: -12; K: 1

smiles: CCOC(=O)CSc1cc(-c2ccccc2)nc2ncnn12
  A: 0.8; B: -13; C: 99; D: 13; E: 8; F: 4.0; G: -2.6; H: 9; I: 6.7; J: 5; K: -1

smiles: CCc1ccc(C(=O)COC(=O)c2cc([N+](=O)[O-])ccc2NCCO)cc1
  A: -0.7; B: 11; C: 98; D: -4; E: -4; F: 2.5; G: 0.7; H: 21; I: 4.8; J: -2; K: -4

smiles: COc1ccc(C(OC(=O)c2ccco2)C(=O)NC2CCCC2)cc1 (stereo not given)
  A: -1.3; B: -30; C: 96; D: 12; E: -7; F: 1.6; G: -2.2; H: 8; I: 2.9; J: -11; K: 11

smiles: CCOC(=O)c1c(C)[nH]c(C(=O)COC(=O)CNC(=O)C2CCCCC2)c1C
  A: -0.5; B: -23; C: 103; D: 10; E: -7; F: 1.4; G: -1.6; H: 15; I: -1.5; J: 3; K: 3

smiles: CCOC(=O)N1CCN(C(=O)C2CCCN(S(=O)(=O)c3cc(C)ccc3OC)C2)CC1 (stereo not given)
  A: -1.4; B: 14; C: 100; D: 2; E: -4; F: 2.0; G: -0.3; H: 3; I: 0.1; J: -17; K: 1

smiles: COc1ccc2cc(C(C)C(=O)N3CCC(C)CC3)ccc2c1 (stereo not given)
  A: 0.8; B: -19; C: 106; D: -27; E: -23; F: 0.6; G: 5.0; H: -164; I: 4.3; J: 5; K: 7

smiles: Cc1cccc(C(=O)N(Cc2nc3ccccc3c(=O)[nH]2)C2CCCC2)c1
  A: -1.0; B: 2; C: 81; D: 12; E: -9; F: 1.9; G: -2.3; H: 18; I: 2.8; J: 2; K: -1

smiles: CC(=O)[C@@]1(O)CC[C@H]2[C@@H]3C[C@H](C)C4=CC(=O)CC[C@]4(C)[C@H]3CC[C@@]21C
  A: 1.5; B: -31; C: 98; D: 4; E: 1&41; F: 3.8; G: -0.8; H: 2; I: -3.5; J: -11; K: 9

smiles: CCCNC(=O)/C(=C/c1cn(S(=O)(=O)N(C)C)c2ccccc12)NC(=O)c1ccc(OC)cc1
  A: -2.0; B: -12; C: 101; D: 11; E: -18; F: 2.3; G: -2.0; H: -9; I: -1.2; J: -7; K: 3

smiles: CCCC(=O)OC/C(O)=C(\C#N)c1nc2ccccc2[nH]1
  A: -0.4; B: 8; C: 102; D: 5; E: -22; F: 0.1; G: -0.9; H: 8; I: -1.0; J: 2; K: -3

smiles: Cn1cc(C(=O)N/N=C/c2ccc([N+](=O)[O-])cc2)c2ccccc21
  A: 0.0; B: /; C: 98; D: /; E: 11; F: 3.8; G: /; H: 6; I: 4.9; J: /; K: /

smiles: CCc1noc(C)c1C(=O)OCC(=O)N1CCc2ccccc21
  A: -2.6; B: 20; C: 102; D: -7; E: 1; F: 0.6; G: 1.7; H: /; I: 0.9; J: 5; K: -8

smiles: CC(C)CCNC(=O)CCCOc1cc(=O)n(C)c2ccccc12
  A: 0.2; B: 12; C: 100; D: 13; E: -8; F: 1.1; G: -2.5; H: 1; I: 2.1; J: -4; K: 0

Letters – A = Ecoli viability; B = HTR5A inv ag; C = DSG3 Ab inh; D = MOR-DOR inv ag; E = Mot1-301 SUMO; F = phage Ecoli inh; G = OPRM1-OPRD1 ag; H = PfHsp90 set2; I = AddAB inh; J = PKA-R1A activ; K = HTR5A ag
smiles: COc1cc2nc(N3CCN(c4cc(C)ccc4C)CC3)nc(N)c2cc1OC
  A: 0.1; B: -65; C: 99; D: -79; E: 183; F: 3.2; G: 14; H: 11; I: 0.7; J: -11; K: 17*

smiles: CCOc1ccccc1NS(=O)(=O)c1ccc2[nH]c(=O)ccc2c1
  A: /; B: 10; C: 94; D: 19; E: 2; F: 0.6; G: -4.2; H: 15; I: /; J: 4; K: -3

smiles: COc1ccc(Cl)cc1C(=O)Nc1cccnc1
  A: 0.3; B: -15; C: 104; D: 12; E: 390; F: 1.4; G: -2.3; H: -8; I: 4.2; J: -4; K: 0

smiles: CN1CC(=O)N(CC(=O)NCc2ccc(F)cc2)c2ccccc2C1=O
  A: 1.3; B: -18; C: 102; D: 11; E: /; F: 3.4; G: -2.0; H: -16; I: -1.3; J: 8; K: 5

Molecules from the list above that have a furan ring, fused or not (3):
Letters – A = Ecoli viability; B = HTR5A inv ag; C = DSG3 Ab inh; D = MOR-DOR inv ag; E = Mot1-301 SUMO; F = phage Ecoli inh; G = OPRM1-OPRD1 ag; H = PfHsp90 set2; I = AddAB inh; J = PKA-R1A activ; K = HTR5A ag
smiles: Cc1cc(C)c2nc(N3C(=O)C(O)=C(C(=O)c4ccco4)C3c3cccc(O)c3)sc2c1 (stereo not given)
  A: -0.2; B: -13; C: 102; D: 10; E: -8; F: 2.4; G: -2.4; H: -3; I: 0.2; J: -4; K: 5

smiles: Cc1c(C(=O)N2CCCCCC2)oc2ccccc12
  A: -3.0; B: 10; C: 98; D: 6; E: -4; F: 3.3; G: -1.1; H: 7; I: 1.3; J: 0; K: 0

smiles: COc1ccc(C(OC(=O)c2ccco2)C(=O)NC2CCCC2)cc1 (stereo not given)
  A: -1.3; B: -30; C: 96; D: 12; E: -7; F: 1.6; G: -2.2; H: 8; I: 2.9; J: -11; K: 11

Screening data: PubChem, several laboratories
